High-throughput results deposited in PubChem BioAssay by Broad Institute.
C2C12 statin: suppressors of statin myotoxicity in C2C12 myotubes, primary screen, cell-based, single point, plate reader; AID 602340, 2012; 330,000 tested, 0.78% active; rescue of ATP level, % at 7.49 µM; C2C12 myotubes + simvastatin, ATP luminescence, 48 h; scaled: DMSO 0, geranylgeraniol control 100;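 active = mean ATP rescue above about 67%, or every replicate alone reaching that limit, limit read from the data, passing the limit was not always enough; inconclusive = no clear call, values can overlap the other calls; inactive = mean under the limit and some replicate under it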;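 also: myotubes were challenged with 10 µM simvastatin during compound exposure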
SIRT5 inh: SIRT5 desuccinylase inhibitors, primary screen, biochemical, fluorescence imaging, single point, set 5 | Purified SirT5, succinyl-peptide AMC, trypsin-coupled fluorescence | inhibition, % at 15 µM | 330,000 tested, 1.1% active | AID 652115, 2013; in the data active = inhibition above about 15%; inconclusive = no clear call, values can overlap the other calls
Target sequence (Q9NXA8 whole entry, looked up): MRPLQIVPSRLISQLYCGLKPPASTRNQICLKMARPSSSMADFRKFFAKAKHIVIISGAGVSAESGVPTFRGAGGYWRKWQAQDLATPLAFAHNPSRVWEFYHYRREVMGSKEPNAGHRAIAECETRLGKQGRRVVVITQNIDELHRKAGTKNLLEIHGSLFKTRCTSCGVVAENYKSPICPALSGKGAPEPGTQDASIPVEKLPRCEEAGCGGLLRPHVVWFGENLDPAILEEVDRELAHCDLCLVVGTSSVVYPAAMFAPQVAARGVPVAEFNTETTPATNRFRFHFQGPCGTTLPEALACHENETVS
PglD DTNB: C. jejuni PglD acetyltransferase inhibitors, primary screen, biochemical, DTNB colorimetric, single point; purified PglD enzyme, DTNB colorimetric CoA detection; inhibition, % at 12.5 µM; UDP-N-acetylbacillosamine N-acetyltransferase PglD (Campylobacter jejuni); 360,000 tested, 0.098% active; in the data active = inhibition above about 16%, passing the limit was not always enough; inconclusive = no clear call, values can overlap the other calls; also: strong numbers were not always called active
ERp5 inh: inhibitors of ERp5-driven insulin aggregation, primary screen, biochemical, turbidity, absorbance 650 nm, single point; 90 min; inhibition, % at 9.99 µM; Protein disulfide-isomerase A6 (Homo sapiens), Q15084; 350,000 tested, 0.05% active;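 active = mean replicate inhibition above about 25%, with every replicate also reaching it, limit read from the data, passing the limit was not always enough; inconclusive = only one of those two criteria met; inactive = neither criterion met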
E-sel inducer: E-selectin induction in HUVECs, primary screen, imaging, HUVEC, immunofluorescence imaging, single point. P16581. normalized: neutral wells 0, TNF-alpha wells 100. activation, % at 7.58 µM. 260,000 tested, 0.37% active;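 active = mean E-selectin-positive cell signal at least 10% of the positive control, reached in at least 60% of replicates, without over 20% cell loss; inconclusive = no rule given, readout overlaps actives, possibly toxicity-flagged; inactive = the rest, including those meeting only one limit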;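 also: in these data hits start at about 27%; measured in HUVEC primary endothelial cells; signal is the percent of cells scored E-selectin positive by PE staining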
Target sequence (P16581 whole entry, looked up): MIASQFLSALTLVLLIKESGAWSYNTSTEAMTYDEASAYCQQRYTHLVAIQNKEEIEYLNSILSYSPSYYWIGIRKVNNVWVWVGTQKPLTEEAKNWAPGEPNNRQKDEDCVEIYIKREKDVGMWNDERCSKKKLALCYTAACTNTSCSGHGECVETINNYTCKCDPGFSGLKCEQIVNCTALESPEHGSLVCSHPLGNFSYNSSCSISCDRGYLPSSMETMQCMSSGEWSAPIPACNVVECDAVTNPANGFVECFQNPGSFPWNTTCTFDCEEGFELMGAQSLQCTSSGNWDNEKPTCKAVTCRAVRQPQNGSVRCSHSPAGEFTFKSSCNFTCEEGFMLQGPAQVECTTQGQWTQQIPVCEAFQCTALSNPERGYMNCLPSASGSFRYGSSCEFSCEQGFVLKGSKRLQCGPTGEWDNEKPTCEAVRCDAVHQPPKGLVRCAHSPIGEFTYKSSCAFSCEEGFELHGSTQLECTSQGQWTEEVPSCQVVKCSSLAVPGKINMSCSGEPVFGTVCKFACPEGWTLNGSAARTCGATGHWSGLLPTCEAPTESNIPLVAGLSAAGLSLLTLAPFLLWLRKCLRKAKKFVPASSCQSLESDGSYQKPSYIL
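System: HUVEC, human umbilical vein endothelial cells; quantity: 3,000 cells/well; buffer or medium: EGM-2 medium, gelatin-coated wells; dosing: single-point compound dose; detection: immunofluorescence imaging; evaluation: % PE-positive cells; benchmarks: TNF-alpha, DMSO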
S100A4 inh HTS: inhibitors of S100A4-myosin IIA peptide binding, primary screen, biochemical, fluorescence polarization, TAMRA-MyoIIA peptide; Protein S100-A4 (Homo sapiens), P26447; inhibition, % at 10.7 µM; 360,000 tested, 0.14% active;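 active = mean inhibition of at least 70% across replicates, with every replicate also reaching that level; inconclusive = mean inhibition reaches 70% but some replicates fall short; inactive = mean inhibition below 70%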
Target sequence (P26447 whole entry, looked up): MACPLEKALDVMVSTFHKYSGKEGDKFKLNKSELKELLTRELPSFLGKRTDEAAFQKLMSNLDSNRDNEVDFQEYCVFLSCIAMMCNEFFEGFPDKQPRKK
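Material: S100A4 monomer (human). Medium: Calcium-containing HEPES buffer, pH 7.2. Probe or stimulus: labelled myosin peptide probe, 5 nM. Compound dosing: one concentration per compound. Timing: polarization read 5 min after assay mix addition, stable 5–60 min. Benchmarks: DMSO as neutral control, TFP as positive control.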
DENV2 CPE: inhibitors of DENV2 cytopathic effect, primary screen, cell-based, plate reader, single concentration; DENV2-infected cells, cytopathic effect rescue; CPE inhibition, % at 9.99 µM; 350,000 tested, 1.7% active; AID 651640, 2012; in the data active = CPE inhibition above about 20%, passing the limit was not always enough; inconclusive = no clear call, values can overlap the other calls; tested in BHK-21 cells;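 also: 0% = median of neutral control wells and 100% = median of positive control wells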
The depositor's hits bear a star. The list is partial; count on the stated rates, not on these rows.

Start of the data: the first two entries, to show the layout:
`C[C@@H]1CN([C@@H](C)CO)C(=O)c2cc(-c3ccc(C#N)cc3)cnc2O[C@H]1CN(C)C(=O)c1cccnc1` gave C2C12 statin 0.1, SIRT5 inh -3.9, PglD DTNB 0.6, ERp5 inh 0.3, E-sel inducer 0.0, S100A4 inh HTS -1.6 and DENV2 CPE -0.7.
`CO[C@@H]1CN(C)C(=O)c2ccc(NS(C)(=O)=O)cc2OC[C@H](C)N(C(=O)C2CCC2)C[C@H]1C` gave C2C12 statin -12.8, SIRT5 inh -1.2, PglD DTNB -2.6, ERp5 inh -5.0, E-sel inducer -0.2, S100A4 inh HTS -19.6 and DENV2 CPE 0.1.

Main list, repeating the preview:
`C[C@@H]1CN([C@@H](C)CO)C(=O)c2cc(-c3ccc(C#N)cc3)cnc2O[C@H]1CN(C)C(=O)c1cccnc1` gave C2C12 statin 0.1, SIRT5 inh -3.9, PglD DTNB 0.6, ERp5 inh 0.3, E-sel inducer 0.0, S100A4 inh HTS -1.6 and DENV2 CPE -0.7.
`CO[C@@H]1CN(C)C(=O)c2ccc(NS(C)(=O)=O)cc2OC[C@H](C)N(C(=O)C2CCC2)C[C@H]1C` gave C2C12 statin -12.8, SIRT5 inh -1.2, PglD DTNB -2.6, ERp5 inh -5.0, E-sel inducer -0.2, S100A4 inh HTS -19.6 and DENV2 CPE 0.1.
CCOC(=O)[C@]12CCCC=C1N(CCC1=CCCCC1)C(=O)[C@H](CC(=O)NCc1ccc(C)o1)C2 was read as SIRT5 inh -0.2, ERp5 inh 4.2, E-sel inducer -0.4, S100A4 inh HTS 1.3 and DENV2 CPE 2.2.
`CCOC(=O)C1=C(N)Oc2cc(O)ccc2C1c1ccc(F)cc1F` (centres undefined) gave C2C12 statin 5.1, SIRT5 inh -2.0, PglD DTNB -4.7, ERp5 inh 7.0, E-sel inducer 0.3, S100A4 inh HTS -3.5 and DENV2 CPE -0.5.
Cc1nnc(SCC(=O)Nc2ccccc2F)n1-c1ccc(F)cc1 was read as SIRT5 inh -4.2, ERp5 inh -5.5, E-sel inducer -0.1, S100A4 inh HTS -2.2 and DENV2 CPE -1.8.
`C=CCOc1cccc(C(=O)/C=C2/C(=O)Nc3ccccc32)c1` gave C2C12 statin 15.2, SIRT5 inh -1.0, PglD DTNB -1.8, ERp5 inh 2.6, E-sel inducer 0.0, S100A4 inh HTS -10.3 and DENV2 CPE -9.5.
For CCc1nnc(NC(=O)CCC(=O)NCc2ccc(OC)cc2)s1 the results were C2C12 statin 0.4, SIRT5 inh -0.7, PglD DTNB -1.8, ERp5 inh 0.3, E-sel inducer 0.0, S100A4 inh HTS -2.6 and DENV2 CPE 1.5.
Screening N/C(=N\NC(=O)c1cccc(F)c1)c1cc2ccccc2oc1=O returned C2C12 statin -7.5, SIRT5 inh -6.1, PglD DTNB 3.0, ERp5 inh 0.2, E-sel inducer 0.0, S100A4 inh HTS 12.0 and DENV2 CPE -1.7.
Screening Cc1noc(C)c1NC(=O)N(C)C[C@@H]1OCCCC[C@H](C)Oc2ccc(N(C)C)cc2C(=O)N([C@H](C)CO)C[C@@H]1C returned C2C12 statin 2.0, SIRT5 inh 1.4, PglD DTNB 0.1, ERp5 inh -1.6, E-sel inducer 0.0, S100A4 inh HTS 2.6 and DENV2 CPE 19.1.
For CCCCCCCOc1ccc(C2(C)NC(=O)NC2=O)cc1 (centres undefined) the results were C2C12 statin 9.5, SIRT5 inh 5.2, PglD DTNB 0.1, ERp5 inh 0.4, S100A4 inh HTS -0.7 and DENV2 CPE -0.3.
Screening C#CCOCCOCCOCCNc1nc(N2CCOCC2)nc(N2CCN(C(=O)[C@H]([C@@H](C)CC)n3cc([C@@H](N)CC(C)C)nn3)CC2)n1 returned C2C12 statin -11.7, PglD DTNB 0.3, ERp5 inh -0.7, E-sel inducer 1.2, S100A4 inh HTS -7.8 and DENV2 CPE 15.8.
`Cc1cccc(OCc2nnc(SC(C)C(=O)Nc3ccc(N4CCOCC4)cc3)o2)c1` (centres undefined) gave C2C12 statin -6.0, SIRT5 inh -1.0, PglD DTNB -3.3, ERp5 inh -5.1, E-sel inducer -0.2, S100A4 inh HTS -2.5 and DENV2 CPE -10.4.
Screening CN1CCC(N(C)CC(=O)Nc2ccc3c(c2)OC(F)(F)O3)CC1 returned C2C12 statin -18.7, SIRT5 inh -1.6, PglD DTNB -4.7, ERp5 inh -2.1, S100A4 inh HTS -2.7 and DENV2 CPE 10.0.
CN(C)CCN(C(=O)CCS(=O)(=O)c1ccccc1)c1nc2cc3c(cc2s1)OCO3 was read as C2C12 statin -4.3, SIRT5 inh -1.0, PglD DTNB -0.9, ERp5 inh 5.3, E-sel inducer -0.1, S100A4 inh HTS -1.3 and DENV2 CPE -0.5.
C/C(=N\Nc1ccccc1)c1c(O)cc(C)oc1=O was read as SIRT5 inh -3.4, ERp5 inh 6.8, S100A4 inh HTS -2.1 and DENV2 CPE 0.5.
For CCOc1ccc(CN(C)C(=O)CNC(=O)C2CCCCC2)cc1OC the results were C2C12 statin 5.8, SIRT5 inh 0.6, PglD DTNB 4.4, ERp5 inh -1.0, S100A4 inh HTS 0.0 and DENV2 CPE 0.1.
COc1ccc(NC(=O)C2CCCN(c3ncccn3)C2)cc1 (centres undefined) was read as C2C12 statin 15.9, PglD DTNB 1.9, ERp5 inh 1.1, E-sel inducer 0.2, S100A4 inh HTS -4.8 and DENV2 CPE 0.8.
`COC(=O)c1c(NC(=O)CSc2ncnc3ccccc23)sc(C)c1C` gave C2C12 statin -2.8, SIRT5 inh -2.2, PglD DTNB 2.8, ERp5 inh -2.8, E-sel inducer -0.2, S100A4 inh HTS 0.6 and DENV2 CPE -0.9.
For O=C(C[C@@H]1C[C@@H]2c3cc(NC(=O)NC4CCCC4)ccc3O[C@@H]2[C@H](CO)O1)NCC(F)(F)F the results were C2C12 statin -4.8, SIRT5 inh -1.1, PglD DTNB -4.1, ERp5 inh -6.9, E-sel inducer 0.0, S100A4 inh HTS -7.5 and DENV2 CPE 7.1.
O=C(N/N=C/c1ccc(COc2ccc(Br)cc2)o1)c1ccc2c(c1)OCO2 was read as C2C12 statin -2.3, SIRT5 inh -1.4, PglD DTNB 2.2, ERp5 inh 0.0, S100A4 inh HTS -2.3 and DENV2 CPE -4.8.
`C[C@H](CO)N1C[C@H](C)[C@H](CN(C)S(=O)(=O)c2cccs2)Oc2c(NC(=O)CCCCCC(=O)Nc3ccccc3N)cccc2C1=O` gave SIRT5 inh 9.2, ERp5 inh 1.5, E-sel inducer 0.0, S100A4 inh HTS -4.9 and DENV2 CPE 22.3*.
CC1C(=O)N2CCCc3cc(S(=O)(=O)Nc4ccccc4C(N)=O)cc1c32 (centres undefined) was read as C2C12 statin -1.5, SIRT5 inh -1.7, PglD DTNB -5.8, ERp5 inh 1.7, E-sel inducer 0.0, S100A4 inh HTS -1.1 and DENV2 CPE 12.8.
Cc1cc(C)n(CCCNC(=O)C2CCC(=O)N(CCc3ccc(Cl)cc3)C2)n1 (centres undefined) was read as C2C12 statin -6.5, SIRT5 inh -1.0, ERp5 inh 7.4, S100A4 inh HTS -7.3 and DENV2 CPE -2.3.
O=C(CSc1nnc(CN2CCCC2)n1-c1ccccc1)c1ccc2c(c1)OCO2 was read as C2C12 statin 6.8, SIRT5 inh -4.3, PglD DTNB 1.7, ERp5 inh 1.4, E-sel inducer -0.5, S100A4 inh HTS 11.6 and DENV2 CPE 7.5.
For CCOC(=O)N1CCN(Cc2nc3cc(NC(=O)CC(C)C)ccc3n2C)CC1 the results were C2C12 statin 4.6, SIRT5 inh -0.9, PglD DTNB -2.4, ERp5 inh 2.0, E-sel inducer 0.3, S100A4 inh HTS -1.5 and DENV2 CPE -0.9.
Screening Cc1cc(O)c(CN(C)C)c2c1C(=O)/C(=C/c1ccco1)O2 returned C2C12 statin 27.9, SIRT5 inh 6.7, PglD DTNB 2.0, ERp5 inh 1.0, E-sel inducer 0.1, S100A4 inh HTS -3.1 and DENV2 CPE -6.5.
`COc1ccc(NC(=O)Nc2ccc3c(c2)C(=O)N([C@@H](C)CO)C[C@@H](C)[C@@H](CN(C)C(=O)Nc2cccc4ccccc24)O3)cc1` gave C2C12 statin 10.4, SIRT5 inh 3.7, PglD DTNB -0.6, ERp5 inh 6.7, S100A4 inh HTS -0.7 and DENV2 CPE 7.3.
For C[C@H]1CN([C@@H](C)CO)S(=O)(=O)c2ccc(C#CC3CCCC3)cc2O[C@@H]1CN(C)C the results were C2C12 statin -91.2, SIRT5 inh 1.7, PglD DTNB -3.4, ERp5 inh 3.3, E-sel inducer -0.5, S100A4 inh HTS 8.1 and DENV2 CPE -6.1.
`COc1cccc(/C=N/NC(=O)c2ccc(=O)n(C)c2)c1OC` gave PglD DTNB 0.7, ERp5 inh 0.0, S100A4 inh HTS -3.0 and DENV2 CPE 11.3.
Screening O=C(CN1C(=O)COc2ccccc21)NCC1CCCO1 (centres undefined) returned C2C12 statin 5.8, SIRT5 inh 3.5, PglD DTNB -5.3, ERp5 inh 1.9, E-sel inducer 0.3, S100A4 inh HTS 1.4 and DENV2 CPE -2.0.
For CCN1C(=N)N(c2ccccc2)C(=O)C(CC)(CC)C1=O the results were C2C12 statin 2.4, SIRT5 inh 5.2, PglD DTNB 1.5, ERp5 inh -4.2, E-sel inducer 0.0, S100A4 inh HTS -29.7 and DENV2 CPE -4.2.
`CC(=O)c1cccc(NC(=O)C(C)OC(=O)CNC(=O)c2ccc(C)s2)c1` (centres undefined) gave SIRT5 inh -1.5, ERp5 inh 1.4, E-sel inducer -0.7, S100A4 inh HTS -3.9 and DENV2 CPE 1.0.
`Cc1c(Cc2ccccc2)c(=O)oc2cc(O)cc(O)c12` gave SIRT5 inh -5.6, ERp5 inh 3.4, S100A4 inh HTS -4.4 and DENV2 CPE -4.7.
Cn1c(=O)c2c(ncn2CC(=O)OCC(=O)Nc2sccc2C(N)=O)n(C)c1=O was read as C2C12 statin 1.5, SIRT5 inh -0.8, PglD DTNB -4.2, ERp5 inh -3.0, E-sel inducer 0.0, S100A4 inh HTS -2.7 and DENV2 CPE 9.4.
COc1ccc(C#Cc2cnc3c(c2)C(=O)N([C@H](C)CO)C[C@H](C)[C@H](CN(C)C(=O)Nc2ccc(F)cc2)O3)cc1OC was read as C2C12 statin 43.0, SIRT5 inh 4.4, PglD DTNB -2.4, ERp5 inh -0.8, E-sel inducer 0.0, S100A4 inh HTS -42.1 and DENV2 CPE inconclusive.
O=C(C1CC(=O)N(C2CCCC2)C1)N1CCN(c2ccccc2F)CC1 (centres undefined) was read as C2C12 statin 10.4, SIRT5 inh -1.4, ERp5 inh 10.6, E-sel inducer -1.0, S100A4 inh HTS -3.2 and DENV2 CPE 12.7.
Screening Cc1ccc(S(=O)(=O)N2CCN(C(=O)COC(=O)CCOc3ccccc3)CC2)c(C)c1 returned C2C12 statin 6.0, SIRT5 inh -2.8, PglD DTNB 3.4, ERp5 inh -10.1, S100A4 inh HTS 1.4 and DENV2 CPE 0.5.
`CCOc1ccc(C(C)NC(=O)CN2C(=O)NC3(CCCCC3)C2=O)cc1OCC` (centres undefined) gave C2C12 statin 28.4, SIRT5 inh 1.6, PglD DTNB 3.5, ERp5 inh -5.3, S100A4 inh HTS -0.5 and DENV2 CPE 0.6.
